# Source: PubChem
# SARS 3CLpro inh – SARS-CoV 3CLpro protease inhibitors, primary screen, biochemical, quenched FRET; inhibition, % at 6 µM; Replicase polyprotein 1ab (Severe acute respiratory syndrome coronavirus), P0C6X7; 290,000 tested, 0.14% active; recombinant SARS-CoV 3CLpro, quenched FRET peptide cleavage; AID 1706, 2009; in the data active means inhibition above about 12%
# PriA SSB inh – inhibitors of Klebsiella pneumoniae PriA binding to SSB C-terminal tail, primary screen, biochemical, AlphaScreen. PriA–SSB C-terminal tail interaction (Klebsiella pneumoniae). AlphaScreen SSBct-PriA binding, biotinylated peptide. inhibition, % at 33 µM. 430,000 tested, 0.6% active; in the data active means inhibition mostly above about 37%, no sharp cut-off; inactive means mostly below about 20%;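 further: plate controls were negative control peptide for no effect and reference peptide for full effect; strong numbers were not always called active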
# MazF activator – activators of E. coli MazEF toxin-antitoxin RNase, primary screen, biochemical, fluorescence, uHTS; activation, % at 20 µM; AID 504720, 2011; 350,000 tested, 0.32% active; Endoribonuclease toxin MazF (Escherichia coli (strain K12)), P0AE70; FAM/BHQ RNA-DNA oligo cleavage fluorescence, 5 h; in the data active means activation above about 50%
# Target sequence (P0AE70 whole entry, looked up): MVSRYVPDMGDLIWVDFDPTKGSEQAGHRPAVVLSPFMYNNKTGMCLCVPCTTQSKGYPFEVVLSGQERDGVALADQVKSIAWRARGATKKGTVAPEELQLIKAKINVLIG
# BH1578 lux ind – inducers of Vibrio cholerae quorum light production without autoinducers, primary screen, BH1578 luxS cqsA deficient, single point | V. cholerae BH1578 lux reporter, luminescence, 6 h | activation, % at 18.7 µM | 350,000 tested, 0.16% active | AID 588436, 2011; in the data active means activation mostly above about 9.7%, no sharp cut-off; further: not every result past the cut was called active; inactives centre near 0; reference of the scale not given here
# GDH-TPI inh – GDH-TPI coupling enzyme inhibitors, primary screen, artefact control for M. tuberculosis FBA inhibitor project, biochemical, absorbance, full deck; GDH-TPI coupled enzyme counterscreen, NADH absorbance; inhibition, % at 4.8 µM; 360,000 tested, 1.2% active; in the data active means inhibition above about 30%;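 further: 0% = DMSO wells and 100% = wells lacking the enzyme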
# UGM FP inh – M. tuberculosis UGM enzyme inhibitors, primary screen, biochemical, fluorescence polarization, single point; UDP-galactopyranose mutase (Mycobacterium tuberculosis (strain ATCC 25618 / H37Rv)), …; purified UGM, fluorescence polarization probe displacement; inhibition, % at 10 µM; 320,000 tested, 0.06% active; in the data active means inhibition above about 10%, passing the limit was not always enough
# FBA Mtb inh – Mtb FBA enzyme inhibitors, primary screen, biochemical, fluorescence, strain H37Rv | inhibition, % at 1 µM | AID 588726, 2011 | 360,000 tested, 2.3% active | purified M. tuberculosis FBA, fluorescence read-out; in the data active means inhibition above about 27%;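 further: 0% = vehicle and 100% = reference inhibitor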
# Target sequence (P9WQA3 whole entry, looked up): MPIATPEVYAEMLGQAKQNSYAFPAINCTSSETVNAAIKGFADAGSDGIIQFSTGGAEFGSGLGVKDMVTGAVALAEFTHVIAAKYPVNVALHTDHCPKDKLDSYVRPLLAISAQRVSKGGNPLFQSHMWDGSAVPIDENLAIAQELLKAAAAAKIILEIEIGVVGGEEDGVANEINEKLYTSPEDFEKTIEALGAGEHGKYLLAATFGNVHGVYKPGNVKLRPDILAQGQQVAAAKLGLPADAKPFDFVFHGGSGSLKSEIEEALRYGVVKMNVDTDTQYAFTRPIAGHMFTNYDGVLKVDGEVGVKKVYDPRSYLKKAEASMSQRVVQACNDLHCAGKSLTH
# Rv3671c protease – Rv3671c serine protease inhibitors, primary screen, biochemical, fluorescence polarization, M. tuberculosis H37Rv; P9WHR9; inhibition, % at 5.96 µM; 320,000 tested, 0.048% active; in the data active means inhibition above about 38%;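 further: extracellular domain of Rv3671c used as enzyme; 0% = enzyme with DMSO and 100% = no enzyme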
# Target sequence (P9WHR9 whole entry, looked up, the tested form may be a part): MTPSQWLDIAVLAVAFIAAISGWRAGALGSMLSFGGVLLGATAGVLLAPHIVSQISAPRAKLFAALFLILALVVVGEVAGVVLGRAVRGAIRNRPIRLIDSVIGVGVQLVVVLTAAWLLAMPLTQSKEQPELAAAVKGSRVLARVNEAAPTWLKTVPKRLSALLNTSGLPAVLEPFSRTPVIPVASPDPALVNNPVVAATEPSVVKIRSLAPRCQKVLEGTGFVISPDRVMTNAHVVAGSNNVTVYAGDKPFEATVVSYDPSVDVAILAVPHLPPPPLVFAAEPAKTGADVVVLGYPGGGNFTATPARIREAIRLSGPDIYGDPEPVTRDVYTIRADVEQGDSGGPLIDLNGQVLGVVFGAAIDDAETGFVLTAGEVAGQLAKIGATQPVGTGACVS
# BioA inh – M. tuberculosis BioA enzyme inhibitors, primary screen, biochemical, plate reader, single point, HTS; 360,000 tested, 0.096% active; 7,8-diaminopelargonic acid synthase BioA (Mycobacterium tuberculosis); AID 602481, 2012; inhibition, % at 9.99 µM; purified M. tuberculosis BioA enzyme; in the data active means inhibition above about 40%
# DUSP3 inh – VHR1 phosphatase inhibitors, primary screen, biochemical, absorbance, uHTS; inhibition, % at 13.3 µM; Dual specificity protein phosphatase 3 (Homo sapiens), P51452; 290,000 tested, 0.52% active; recombinant VHR phosphatase, pNPP absorbance; AID 1654, 2009; in the data active means inhibition above about 50%; further: some compounds called inactive have numbers as strong as hits
# Target sequence (P51452 whole entry, looked up): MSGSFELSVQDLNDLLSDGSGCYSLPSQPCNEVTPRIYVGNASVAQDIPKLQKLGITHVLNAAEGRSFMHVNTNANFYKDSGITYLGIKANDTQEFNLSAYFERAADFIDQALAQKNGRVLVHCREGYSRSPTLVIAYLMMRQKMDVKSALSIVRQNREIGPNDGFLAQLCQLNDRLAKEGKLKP
# The depositor's hits bear a star; i = inactive; x = no result given; & = joins results of further samples. These rows are one share of the data (hit frequency here may not be typical).
Compound,SARS 3CLpro inh,PriA SSB inh,MazF activator,BH1578 lux ind,GDH-TPI inh,UGM FP inh,FBA Mtb inh,Rv3671c protease,BioA inh,DUSP3 inh
CCN1CCc2c(sc(NC(=O)CN3C(=O)c4ccccc4C3=O)c2C(N)=O)C1,-2,-15&-5,-5,-0.2,1,-0.4,1,-8,-1.3,15
COC(OC)c1ccc(C#N)c(=O)[nH]1,1,-1,7,-0.3,9,-2.6,58*,-3,x,21
CCOc1ccc(S(=O)(=O)N(CC(=O)NCC(F)(F)F)Cc2ccco2)cc1,2,1,3,-0.3,-4,0.6,-3,5,x,-4
CCC(C(=O)OCC(=O)Nc1ccccc1-c1ccccc1)c1ccccc1 (centres undefined),8,-38,-9,0.1,-3,-0.5,1,10,-0.7,-5
COc1cc(OC)cc(C(=O)OCC(=O)c2cc(C)n(CC3CCCO3)c2C)c1 (centres undefined),x,7,2,i,6,-3.9,1,-6,-3.2,x
COC(CNC(=O)c1ccc(-n2c(=S)[nH]c3ccccc3c2=O)cc1)OC,2,0,11,i,1,-0.1,7,-8,-0.8,-2
C/C(CC(=O)Nc1ccc(Cl)cc1)=N\NC(=O)C(=O)NCCO,0,x,-2,-3.3,1,-1.9,1,-2,-0.5,39
O=C(CSc1nc(C(F)(F)F)cc(=O)[nH]1)N1CCOCC1,x,-8,-5,-0.6,7,-2.4,4,0,x,x
O=C(Nc1ccccc1N1CCN(c2ccccc2)CC1)c1cccc(F)c1,1,-1,-5,i,2,-3.5,-3,-6,-0.3,-8
COc1ccc(C)cc1NC(=O)CO/N=C(\N)CC(=O)NC1CCCCC1,x,i,0,i,-5,-0.2,1,5,5.0,x
CN(C)S(=O)(=O)c1ccc(N2CCCC2)c(C(=O)OCC(=O)NC2CCCCC2)c1,x,1,-1,-0.8,7,-1.1,1,-2,1.7,x
Cc1ccc(OCC(=O)NNC(=S)NC(=O)C2CC2)c(C)c1,1,x,x,-0.4,0,-0.1,1,x,0.6,2
N#Cc1nc(-c2ccccc2)oc1NCCCn1ccnc1,-1,1,-2,6.4,11,1.7,100*,2,2.4,0
Cc1noc(C)c1C(=O)OCC(=O)Nc1cc(S(=O)(=O)N2CCOCC2)ccc1Cl,2,x,x,x,x,3.8,x,-2,x,10
CC(C)C12CN3CC(C(C)C)(CN(C1)C3c1ccc3c(c1)OCO3)C2=O (centres undefined),1,9,0,i,-9,-1.7,-2,-14,1.2,-13
C[C@H](CO)N1C[C@H](C)[C@@H](CN(C)C(=O)Nc2ccc3c(c2)OCO3)Oc2c(NC(=O)Nc3ccc(C(F)(F)F)cc3)cccc2C1=O,x,12,5,i,1,1.5,5,-24,-1.2,x
COc1ccc(-c2c[n+](CC(=O)c3ccccc3)c3n2CCCCC3)cc1,-2,-10,-1,i,5,0.5,1,-5,x,17
CC(=O)Nc1ccc2c(c1)C(=O)N(c1cccc(C)c1)C2=O,-2,-5,5,-3.6,5,1.6,1,1,x,1
Cc1ccc(C)c(Nc2c([N+](=O)[O-])cc(C(=O)N3CC(=O)Nc4ccccc43)cc2[N+](=O)[O-])c1,4,53*,8,i,2,0.0,-2,2,x,-11
CCOC(=O)c1ccccc1NC(=O)Cn1cnc2c(cnn2-c2ccc(OC)cc2)c1=O,0,-6,33,x,x,4.1,x,-5,x,x
CCOc1ccc(S(=O)(=O)Nc2ccccc2C(=O)N2CCCC2)cc1,4,-4,10,-0.3,-4,1.0,-5,7,-0.3,1
CN(C)S(=O)(=O)c1ccc(C(=O)Nc2cc(=O)n(C)c(=O)n2C)cc1,-10,-2&-7,7,-0.4,7,5.3,0,9,0.0,1
CCC(C)[C@H](NC(=O)Nc1cccc(OC)c1)C(=O)OC (some centres undefined),-2,-7,5,-0.2,10,-0.6,5,-1,-0.8,-4
COc1ccc(NC(=O)C2CCOC(C)(C)C2)cc1 (centres undefined),3,-2,11,-0.6,-1,0.4,-1,-3,-2.2,8
COc1ccc(-c2oc3ccccc3c2C(=O)Oc2ccccc2)cc1,5,-42,-7,i,2,-0.1,91*,-12,-3.0,13
Cc1ccc(/C=C/C(=O)c2c(C)nc3ccccn23)cc1,0,-4,-7,x,22,0.9,3,-14,3.0,-1
CN(C(=O)c1cccc(NC(=O)Cc2ccc(NC(=O)C3CCCN(S(=O)(=O)c4cccc([N+](=O)[O-])c4)C3)cc2)c1)C1CCC1 (centres undefined),x,-8,-8,-1.1,-1,x,-2,x,0.5,x
N#Cc1ccc(OCC(=O)OCC(=O)NC2CC2)cc1,x,-11,-4,i,-7,-4.3,1,8,0.6,x
Cn1c(=O)c2c(ncn2CC(O)CNc2ccc(Br)cc2)n(C)c1=O (centres undefined),-3,-8,0,-2.0,-2,3.6,-2,-1,21,12
Cc1cc(C)c(-c2cc(NC(=O)COC(=O)c3ccc(CO)cc3)n(-c3ccccc3)n2)cc1C,-2,-21,-19,-2.0,-7,-0.1,-11,-2,x,-4

# Brought forward from above: 6 compounds, then new ones.
Compound,SARS 3CLpro inh,PriA SSB inh,MazF activator,BH1578 lux ind,GDH-TPI inh,UGM FP inh,FBA Mtb inh,Rv3671c protease,BioA inh,DUSP3 inh
COc1ccc(-c2oc3ccccc3c2C(=O)Oc2ccccc2)cc1,5,-42,-7,i,2,-0.1,91*,-12,-3.0,13
Cc1ccc(/C=C/C(=O)c2c(C)nc3ccccn23)cc1,0,-4,-7,x,22,0.9,3,-14,3.0,-1
CN(C(=O)c1cccc(NC(=O)Cc2ccc(NC(=O)C3CCCN(S(=O)(=O)c4cccc([N+](=O)[O-])c4)C3)cc2)c1)C1CCC1 (centres undefined),x,-8,-8,-1.1,-1,x,-2,x,0.5,x
N#Cc1ccc(OCC(=O)OCC(=O)NC2CC2)cc1,x,-11,-4,i,-7,-4.3,1,8,0.6,x
Cn1c(=O)c2c(ncn2CC(O)CNc2ccc(Br)cc2)n(C)c1=O (centres undefined),-3,-8,0,-2.0,-2,3.6,-2,-1,21,12
Cc1cc(C)c(-c2cc(NC(=O)COC(=O)c3ccc(CO)cc3)n(-c3ccccc3)n2)cc1C,-2,-21,-19,-2.0,-7,-0.1,-11,-2,x,-4
CC(=O)c1cnc(-c2ccccc2Cl)s1,-2,-25,0,0.4,3,-6.0,1,4,1.8,14
c1cncc(CSc2nnc3ccc(-c4cccs4)nn23)c1,0,-24&-9,5,-0.1,-5,-1.2,0,11,x,6
COc1ccc(Cl)cc1NC(=O)CN(C)C(=O)Cn1c(=O)oc2ccccc21,x,22,2,i,-9,2.5,-1,3,11,x
CCCS(=O)(=O)N1CCCC(C(=O)c2cccc(Cl)c2)C1 (centres undefined),4,-14,1,x,3,-3.8,6,1,x,-18
CCCC(=O)N1CCCC1(C)C(=O)Nc1cccc(OC(C)C)c1 (centres undefined),x,x,x,i,5,x,0,x,-1.0,x
CCn1cc(C(=O)N2CCN(C(=O)c3ccco3)CC2)c2cc(OC)c(OC)cc2c1=O,7,-1,-4,-0.2,2,-5.2,-2,8,-2.8,6
S=c1nc(-c2ccc(Br)cc2)[nH]c2ccccc12,1,-9,0,i,1,-0.5,-1,-3,-1.7,3
CCOC(=O)Cc1c(C)nc2c(-c3cccc(Br)c3)cnn2c1C,3,-33,-1,-0.2,3,-0.3,3,-5,x,0
Cc1cccc(C)c1-n1c(C)nn(Cc2ccc([N+](=O)[O-])cc2)c1=O,2,3,-4,i,-5,1.0,1,0,-1.1,0
O=c1/c(=C/c2ccco2)sc2nc(-c3ccccc3Br)nn12,2,x,7,-0.6,18,1.1,-3,-15,-0.5,4
CCC1(CC)Cc2ccccc2-c2nc(CCl)[nH]c(=O)c21,1,-17,8,0.7,-7,2.7,1,-14,0.2,-8
COc1ccccc1NC(=O)N1CCc2c([nH]c3ccccc23)C1C(F)(F)F (centres undefined),6,11,-2,-0.1,1,2.2,0,6,x,13
CC1(C)Cc2c(C#N)c(NCCN3CCOCC3)nc(-c3ccco3)c2CO1,-4,-8,7,i,-4,0.9,13,-6,1.9,-2
O[C@@H]1C[C@H](c2ccc(Cl)cc2)N(Cc2cccs2)C[C@H]1n1cc(C2CC2)nn1,x,x,13,-2.4,1,x,0,x,0.7,x
Cc1ccc(N2CC(C(=O)OCC(=O)c3ccc([N+](=O)[O-])cc3)CC2=O)cc1 (centres undefined),-1,-9,7,-0.7,16,0.0,-2,-6,-1.1,-14
C=CCc1ccccc1OCC(O)CN(C(C)C)C(C)C (centres undefined),2,7,5,i,-5,3.0,1,-14,-1.7,15
Cc1ccc(Nc2nc(N)nc(CN3CCN(c4ccccc4F)CC3)n2)cc1,5,32,-3,-3.7,0,1.7,-1,4,-2.6,11
Cc1ccc(NC(=O)Cn2nnc(C(=O)NCCc3ccccc3)c2N)cc1Cl,-2,-1,-22,-1.1,5,-2.4,-1,-19,-0.6,-27
Cc1ccc(NC(=O)C2(C)CCN2Cc2csc3ccccc23)cc1 (centres undefined),x,x,x,i,3,x,-1,x,-0.8,x
O=C(NCc1ccccc1)C1Nc2ccc(OC(F)(F)F)cc2C2C=CCC12 (centres undefined),x,7,4,2.8,-1,1.9,2,-6,-0.7,x
Cc1cc(C)n2cc(CSC3=NCCS3)nc2n1,2,-13,7,-5.0,3,-0.3,53*,-5,6.2,15
CCC(=O)N1CCN(C(=O)CC)C1c1ccccc1,-2,-7,-19,-0.2,2,0.2,2,0,0.0,11
O=C(Nc1ccc(CN2CCOCC2)cc1)c1ccc(Br)cc1,-4,9,-3,0.7,-5,-0.4,-1,1,-2.0,12
O=C(NCc1ccco1)c1cc(S(=O)(=O)N2CCCC2)ccc1Cl,0,-9,-25,i,12,1.1,-1,5,-0.2,27
CCOC(=O)c1cc(C(=O)OCC)c(=O)[nH]c1N1CCCCC1,3,-2,-4,-6.7,28,0.0,-1,1,-1.9,24

# Of the compounds above, these contain an aryl thioether with sulfur outside any ring.
Compound,SARS 3CLpro inh,PriA SSB inh,MazF activator,BH1578 lux ind,GDH-TPI inh,UGM FP inh,FBA Mtb inh,Rv3671c protease,BioA inh,DUSP3 inh
O=C(CSc1nc(C(F)(F)F)cc(=O)[nH]1)N1CCOCC1,x,-8,-5,-0.6,7,-2.4,4,0,x,x
c1cncc(CSc2nnc3ccc(-c4cccs4)nn23)c1,0,-24&-9,5,-0.1,-5,-1.2,0,11,x,6

# Some of the entries so far, with two lines to a compound.
# Each structure is followed by: SARS 3CLpro inh	PriA SSB inh	MazF activator	BH1578 lux ind	GDH-TPI inh	UGM FP inh	FBA Mtb inh	Rv3671c protease	BioA inh	DUSP3 inh
Cc1ccc(Nc2nc(N)nc(CN3CCN(c4ccccc4F)CC3)n2)cc1
 : 5	32	-3	-3.7	0	1.7	-1	4	-2.6	11
Cc1ccc(NC(=O)Cn2nnc(C(=O)NCCc3ccccc3)c2N)cc1Cl
 : -2	-1	-22	-1.1	5	-2.4	-1	-19	-0.6	-27
